# FID counter: displaces DNA intercalator in HCV helicase counter-screen. DNA fluorescent intercalator displacement, fluorescence. inhibition, % at 7.9 µM. 290,000 compounds, 0.17% hits; in the data active means inhibition above about 37%;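 further: 0% = vehicle and 100% = reference compound; higher means more ethidium bromide displaced from hairpin DNA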
# MEKK2mut PB1 HTS: signal of MEK5 binding to mutant human MEKK2 PB1 domain. percent response, % at 10 µM. 290,000 compounds, 0.35% hits. bead flow cytometry, Alexa488-MEK5 binding to MEKK2 mutant; in the data active means percent response above about 24%, passing the limit was not always enough; further: inactives centre near 1; some results filed as inactive read as strong as hits; reference of the scale not given here
# OXTR agonist: activates the human oxytocin receptor. P30559. CHO-OTR cells, Fluo-8 calcium fluorescence; normalized: DMSO 0%, oxytocin 100%. activation, % at 3 µM. 320,000 compounds, 0.32% hits. AID 2435;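 active means activation above the mean of all tested compounds plus 3 SD, cutoff set per screening run, cut at about 20% in these data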;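 further: peak over basal fluorescence ratio from a 100 s FLIPR kinetic read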
# Target sequence (P30559 whole entry, looked up): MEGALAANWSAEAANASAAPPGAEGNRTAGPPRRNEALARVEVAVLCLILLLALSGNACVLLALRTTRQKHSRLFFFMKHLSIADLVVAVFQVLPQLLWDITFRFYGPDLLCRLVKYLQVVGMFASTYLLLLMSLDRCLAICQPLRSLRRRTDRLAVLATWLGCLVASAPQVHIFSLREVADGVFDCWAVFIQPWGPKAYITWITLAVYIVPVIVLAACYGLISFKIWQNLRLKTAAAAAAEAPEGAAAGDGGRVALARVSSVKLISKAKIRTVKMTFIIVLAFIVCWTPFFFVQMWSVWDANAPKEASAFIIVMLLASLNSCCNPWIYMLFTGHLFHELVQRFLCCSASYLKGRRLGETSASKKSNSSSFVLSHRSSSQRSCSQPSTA
# GPR7 antag: antagonists of human GPR7 (neuropeptides B/W receptor 1) | P48145 | GPR7-expressing cells, fluorescence antagonist assay | inhibition, % at 4.4 µM | 290,000 compounds, 1.1% hits | AID 1861; in the data active means inhibition above about 16%, passing the limit was not always enough;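 further: cells stimulated with the agonist NPW; 0% = agonist with vehicle and 100% = vehicle without agonist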
# Target sequence (P48145 whole entry, looked up): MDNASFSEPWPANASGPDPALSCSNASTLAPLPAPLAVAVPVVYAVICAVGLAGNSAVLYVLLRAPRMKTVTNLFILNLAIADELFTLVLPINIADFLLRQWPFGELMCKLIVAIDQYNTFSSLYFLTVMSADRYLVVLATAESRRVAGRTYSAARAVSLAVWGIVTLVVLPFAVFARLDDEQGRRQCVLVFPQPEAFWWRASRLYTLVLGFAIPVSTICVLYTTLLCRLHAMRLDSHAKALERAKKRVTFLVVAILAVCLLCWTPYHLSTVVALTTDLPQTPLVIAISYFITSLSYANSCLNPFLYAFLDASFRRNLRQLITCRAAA
# PfM18AAP inh: blocks P. falciparum M18 aspartyl aminopeptidase. recombinant PfM18AAP, H-Glu-NHMec fluorogenic cleavage. inhibition, % at 7.35 µM. 290,000 compounds, 1.2% hits;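 active means inhibition above the campaign mean inhibition over all tested compounds plus 3 SD, cut at about 28% in these data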;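 further: 0% = plate median of test compound wells and 100% = 2 mM ZnCl2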
# NALP1 yeast inh: NALP1 inhibition; S. cerevisiae NALP1/ASC/caspase-1 growth, X-gal OD620, 72 h; inhibition, % at 10 µM; 280,000 compounds, 0.61% hits; in the data active means inhibition mostly above about 24%, no sharp cut-off; inactive means mostly below about 32%; further: some compounds called inactive have numbers as strong as hits
# PHOSPHO1 inh: PHOSPHO1 (human) inhibition; inhibition, % at 13.3 µM; 290,000 compounds, 1.1% hits; Q8TCT1; AID 1565; recombinant PHOSPHO1, absorbance phosphatase assay; in the data active means inhibition above about 60%
# Target sequence (Q8TCT1 whole entry, looked up): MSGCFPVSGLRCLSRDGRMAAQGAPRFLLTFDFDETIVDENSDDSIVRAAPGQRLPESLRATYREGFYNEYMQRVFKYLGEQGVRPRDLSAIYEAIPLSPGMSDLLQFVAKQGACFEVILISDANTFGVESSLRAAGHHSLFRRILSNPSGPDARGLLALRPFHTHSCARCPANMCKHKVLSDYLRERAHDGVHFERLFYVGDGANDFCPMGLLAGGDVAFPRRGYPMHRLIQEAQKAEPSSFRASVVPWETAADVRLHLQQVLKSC
# MEKK3 PB1 HTS: modulators (inhibitors or enhancers) of MEK5 binding to human MEKK3 PB1 domain | Q99759 | bead-based flow cytometry, Alexa488-MEK5 binding to MEKK3; actives lie on both sides; 0 = blocked by unlabeled MEK5, 100 = vehicle | binding response (% of control), % at 10 µM | 290,000 compounds, 1.4% hits | AID 1529;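 active means binding response more than 3 SD above or below the average of its plate-row segment, actives on both sides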;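 further: Alexa488 bead fluorescence after subtracting the streptavidin-only scavenger bead signal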
# MEKK2 WT-MEK5: raises or lowers MEK5 binding to wildtype human MEKK2 PB1 domain. binding response (% of control), % at 10 µM. bead flow cytometry, Alexa488-MEK5 binding to MEKK2 WT; actives lie on both sides. AID 1531. 290,000 compounds, 1.1% hits; in the data active means binding response below about 67% or above about 130%
# Active calls of the source: *; . = not tested or not shown; [ ] = remark or other dose. Rows were taken by chance. About 6.2% of those tested had a hit in this group.
SMILES,FID counter,MEKK2mut PB1 HTS,OXTR agonist,GPR7 antag,PfM18AAP inh,NALP1 yeast inh,PHOSPHO1 inh,MEKK3 PB1 HTS,MEKK2 WT-MEK5
O=C(O)c1cccc(-c2nnn(Cc3ccccc3)n2)c1,-5,3,0.0,3,2,7,-2,106,103
CC(C)(C)NC(=O)CC(CC(=O)O)c1ccccc1 (stereo not given),-2,3,0.6,6,-17,7,6,98,105
O=C(O)c1ccc(NC(=O)c2ccc(COc3ccc(Cl)cc3)o2)cc1,-31,7,.,16,1,2,39,103,105
CSCCNC(=O)Nc1c(-c2c(Cl)cccc2Cl)noc1C,-5,-26,-1.4,0,-5,20,21,67*[inhibitor],86
COc1cc(C(=O)NCC2CCCO2)ccc1OCc1ccccc1 (stereo not given),-22,3,-0.3,17,-3,20,41,103,106
CC1CC(O)(CC(O)(c2ccccc2)c2ccccc2)C(C)CN1C (stereo not given),19,-3,0.3,23,-4,-5,33,95,99
O=C1CC(c2ccccc2)c2ccc(O)cc2O1 (stereo not given),1,-4,3.7,1,7,5,4,101,99
N#Cc1ccc(Oc2cccc3cccnc23)c([N+](=O)[O-])c1,-9,6,-0.1,9,-3,11,32,101,109
Cc1ccc(-n2ncc3c(SCC(=O)Nc4cc(C)on4)ncnc32)c(C)c1,1,-1,2.1,-10,-2,-8,24,106,108
CCOC(=O)c1ccccc1-n1c(C)cc(C2N=C(N)Nc3nc4ccccc4n32)c1C (stereo not given),-11,29,-1.0,14,12,-3,12,113,146*
CC(C)(C)C1CCC(C(=O)OCC(=O)N2CCOCC2)CC1 (stereo not given),-26,-2,1.6,1,-1,31,4,101,105
COC(=O)c1c(NC(=O)Cc2cccs2)sc(C(=O)NC2CCCCC2)c1C,1,-6,-0.2,-10,2,.,.,83,88
Cc1ccc(NS(=O)(=O)c2ccc3oc(=O)ccc3c2)cc1Cl,-3,6,3.6,-3,-6,21,30,101,102
COc1ccccc1NC(=O)Cn1cnc2c(cnn2-c2ccccc2)c1=O,-5,-2,2.0,14,2,0,11,95,97
N#Cc1cncc(-c2ccc3c(c2)OCCOCCOCCOCCOCCO3)n1,-14,-1,0.2,-9,9,14,-8,97,95
CCN1CCN(c2oc(COc3ccc(Cl)cc3)nc2C#N)CC1,-2,12,-1.1,0,0,-19,24,103,106
O=C(Cc1cccc(C(F)(F)F)c1)NCC(=O)Nc1cc(Cl)ccc1Cl,-14,0,-0.3,-5,1,28,-2,101,97
CCOc1ccc(NC(=O)NC(C)CC)cc1 (stereo not given),1,-4,0.2,2,-6,23,18,97,95
Cc1ccc(C(C(=O)NC2CCCC2)N(C(=O)c2csnn2)C2CCCC2)o1 (stereo not given),-24,0,-1.2,-5,2,-2,5,101,98
Cc1c(O)ccc(NS(=O)(=O)c2ccccc2)c1C,-1,-2,2.3,-15,-47,2,15,99,96

# Part of the list above in order of formula weight, descending.
SMILES,FID counter,MEKK2mut PB1 HTS,OXTR agonist,GPR7 antag,PfM18AAP inh,NALP1 yeast inh,PHOSPHO1 inh,MEKK3 PB1 HTS,MEKK2 WT-MEK5
Cc1ccc(C(C(=O)NC2CCCC2)N(C(=O)c2csnn2)C2CCCC2)o1 (stereo not given),-24,0,-1.2,-5,2,-2,5,101,98
CCN1CCN(c2oc(COc3ccc(Cl)cc3)nc2C#N)CC1,-2,12,-1.1,0,0,-19,24,103,106
CCOc1ccc(NC(=O)NC(C)CC)cc1 (stereo not given),1,-4,0.2,2,-6,23,18,97,95

# Other records.
SMILES,FID counter,MEKK2mut PB1 HTS,OXTR agonist,GPR7 antag,PfM18AAP inh,NALP1 yeast inh,PHOSPHO1 inh,MEKK3 PB1 HTS,MEKK2 WT-MEK5
COC(=O)CCCNC(=O)CC1C(=O)NCCN1Cc1ccoc1 (stereo not given),-2,1,-0.1,-23,2,6,41,102,103
COc1ccc2cc(S(=O)(=O)NCc3cccnc3)ccc2c1,-12,1,9.5,-6,-2,14,19,98,99
CC(=O)c1ccc(OC(=O)Cc2cccc3ccccc23)cc1,-8,-1,-1.7,2,2,0,3,101,104
N#Cc1nc(COc2ccccc2)oc1N1CCCCC1,-14,4,-1.8,0,-2,-3,22,107,101
CC(c1ccccc1)N1CCc2[nH]c(=S)[nH]c(=O)c2C1 (stereo not given),-4,-3,0.5,0,5,28,-38,88,91
COc1cccc(CNC(=O)c2ccc(CS(=O)Cc3ccc(C)cc3)o2)c1 (stereo not given),-49,-1,1.4,13,8,23,40,95,100
O=C(CCS(=O)(=O)Cc1ccccc1)Nc1nncs1,-5,2,1.0,-10,11,16,28,103,102
Cc1c(OCC(=O)N2C[C@H]3C[C@@H](C2)c2cccc(=O)n2C3)ccc2c3c(c(=O)oc12)CCC3,-19,-1,1.5,-12,-1,1,8,99,98
Cc1cccn2c(=O)c(C=O)c(Nc3ccc(S(N)(=O)=O)cc3)nc12,0,1,.,-5,6,10,28,102,105
CC(=O)N1CC(C)Oc2ccc(S(=O)(=O)NC(CC(=O)O)c3ccc(C)cc3C)cc21 (stereo not given),-48,-1,0.3,6,5,-1,54,95,94
CC(=O)Nc1ccc(S(=O)(=O)N2CCN(C(=O)c3ncoc3-c3ccc(C)cc3)CC2)cc1,-33,3,2.6,-6,-1,-6,36,100,95
COC(=O)c1ccc(CSc2nnc(NC(C)C)s2)o1,1,-2,-0.8,-4,-5,15,32,71*[inhibitor],84
Cn1c(C(=O)N[C@@H](Cc2ccccc2)C(=O)O)cc2cc(Cl)ccc21,-19,1,0.1,-5,-11,8,23,103,99
CCCN(CCC)C(=O)Cn1c(=O)n(CCCCC(=O)NC2CCCC2)c(=O)c2ccccc21,-2,-5,-1.0,-13,2,44,-22,89,97
CC(C)C(=O)Nc1cccc(C(=O)N2CCCCC2C)c1 (stereo not given),-7,5,-0.4,-4,-7,13,-7,102,106
Cc1ccc(NC(=O)OCCN2CCN(S(=O)(=O)c3ccc(C)cc3)CCC2=O)cc1,-36,4,-0.3,-2,6,11,1,88,95
O=C(COC(=O)C1=COCCO1)Nc1cccc(Oc2ccccc2)c1,-11,11,5.5,-7,-14,-11,0,106,113
CCOCCCNC(=S)N1C2CCC1CC(NC(=O)NC1CCCCC1)C2 (stereo not given),-16,-1,1.0,-14,1,26,-2,103,101
Cc1ccc(O)c(/C=N/NC(=O)c2[nH]ncc2Br)c1,-2,-1,-0.5,3,6,-10,-7,102,92
Cc1nnc(SCC(=O)Nc2cccc(N)c2)n1-c1ccccc1,-6,3,0.0,-4,11,14,45,99,102

# Part of the list above, showing only PfM18AAP inh and NALP1 yeast inh:
smiles | PfM18AAP inh | NALP1 yeast inh
COC(=O)c1ccc(CSc2nnc(NC(C)C)s2)o1 | -5 | 15
Cn1c(C(=O)N[C@@H](Cc2ccccc2)C(=O)O)cc2cc(Cl)ccc21 | -11 | 8
CCCN(CCC)C(=O)Cn1c(=O)n(CCCCC(=O)NC2CCCC2)c(=O)c2ccccc21 | 2 | 44
CC(C)C(=O)Nc1cccc(C(=O)N2CCCCC2C)c1 (stereo not given) | -7 | 13
Cc1ccc(NC(=O)OCCN2CCN(S(=O)(=O)c3ccc(C)cc3)CCC2=O)cc1 | 6 | 11

# Carrying on.
SMILES,FID counter,MEKK2mut PB1 HTS,OXTR agonist,GPR7 antag,PfM18AAP inh,NALP1 yeast inh,PHOSPHO1 inh,MEKK3 PB1 HTS,MEKK2 WT-MEK5
O=C(CSc1nc2c(cnn2-c2ccccc2)c(=O)[nH]1)N1N=C(c2cccs2)CC1c1ccc(F)cc1 (stereo not given),-6,-7,-0.8,-8,1,28,-1,90,84
O=C1CC(N2CCN(Cc3ccc(Cl)cc3)CC2)C(=O)N1CCc1ccccc1 (stereo not given),-4,22,13,1,5,.,41,119,108
COc1ccc(C(=O)Nc2nncs2)cc1S(=O)(=O)N1CC(c2ccccc2)CC1=O (stereo not given),-19,5,0.8,1,-1,28,20,102,101
O=C(c1ccccc1)N1CCN(CC(O)COc2ccc(Br)cc2)CC1 (stereo not given),-28,3,5.0,3,2,1,30,104,101
CN(C)C(=O)Cn1c(=O)n(S(=O)(=O)c2ccccc2)c2ccccc21,-3,3,-0.7,-1,7,-26,.,104,104
C=CCOC(=O)/C(=C\C=C\c1ccccc1)NC(=O)c1ccccc1,-21,0,-2.1,-12,-3,41,-6,89,90
O=C1c2ccc([N+](=O)[O-])cc2S(=O)(=O)N1Cc1ccccc1,-2,9,0.2,34,11,1,23,110,105
COCCn1c(SCC(=O)N2CC(=O)Nc3ccccc32)nc2ccccc21,-9,-1,-2.2,-5,-3,24,-6,97,95
CCn1cc(C(=O)N2CCn3c(nc4ccccc43)C2)c(=O)c2ccc(C)nc21,-17,4,-1.0,-14,-3,-14,3,103,107
COc1ccc(C2c3cc(OC)c(OC)cc3CCN2C2CC(=O)N(c3ccccc3)C2=O)cc1OC (stereo not given),-25,5,0.8,-8,-22,10,-3,105,111
CCOc1ccc(CCNc2ccc3nnc(-c4ccccc4)n3n2)cc1OCC,-20,14,-1.1,-11,2,29,-26,109,103
CC(C)n1cc(C(=O)N2CCCC(Nc3ccc(F)c(F)c3)C2)cn1 (stereo not given),-10,-6,0.1,7,-4,31,34,96,96
CC1CN(C(=O)CSc2ncnc3sccc23)CC(C)O1 (stereo not given),0,1,0.2,-4,-7,29,17,98,99
COCc1[nH]nc2c1C(c1cccc(OC)c1)C(C#N)=C(N)O2 (stereo not given),-3,-2,0.6,-6,-6,3,10,91,94
O=C(c1ccccc1)C1C(c2ccccc2)C1[N+](=O)[O-] (stereo not given),-3,7,-2.1,-8,-1,-21,20,110,109
CCC(=O)N1CN(S(=O)(=O)c2ccc(C)cc2)CC1C (stereo not given),7,-4,0.0,-8,-24,-4,-2,102,108
CCN(CC)CCN(C(=O)/C=C/c1cccs1)c1nc2ccc(F)cc2s1,32,8,0.0,11,6,23,31,96,121
COc1cccc(NC(=S)Nc2ccc(F)cc2)c1,-2,-1,0.3,-18,3,6,4,98,98
CN(Cc1cnn(C)c1)C(=O)C1CCC(=O)N(Cc2ccc(Cl)cc2)C1 (stereo not given),-12,-4,-0.8,-9,-1,9,32,99,95
CCOC(=O)CSc1cc(C(F)(F)F)nc(-c2ccccn2)n1,-4,-1,-0.1,-10,-12,-10,32,98,98
Clc1ccc(CN2CCSCC2)c(Cl)c1,2,12,-2.0,-27,4,-18,.,108,102
CCOc1ccc(NC(=S)N(CCOC)C(C)c2ccco2)cc1 (stereo not given),-10,0,0.3,-5,0,.,25,110,104
CCN(CC)S(=O)(=O)c1cc(NC(=O)c2cc([N+](=O)[O-])ccc2N2CCOCC2)ccc1C,-21,7,-2.3,2,4,10,58,99,102
CCCCn1nc(C(=O)Nc2nc3c(s2)CCCC3)c2ccccc2c1=O,-13,-3,0.0,-3,-12,18,-5,93,103
Cn1c(N)c(C(=O)COC(=O)CCCOc2ccc(Cl)cc2Cl)c(=O)n(C)c1=O,-1,-6,0.8,-11,5,7,-3,100,97
O=C(NCc1cccnc1)c1ccc(Cl)c(S(=O)(=O)N2CCCCCC2)c1,-19,-8,1.7,-23,5,17,43,98,86
CC12CCC(C(=O)N(CSC(=S)N/N=C\c3ccccc3)C1=O)C2(C)C (stereo not given),-23,2,-1.7,-6,2,5,-6,99,100
Cc1ccc(-c2nc3s/c(=C\c4ccco4)c(=O)n3n2)cc1,-8,4,-1.1,-14,8,6,95*,106,103
CCOC(=O)CNc1ccc(C(=O)OCC)cc1[N+](=O)[O-],1,-2,2.7,2,-5,-2,5,89,93
CCOc1ccc(C(C)(C)C)cc1S(=O)(=O)n1nc(C)cc1C,-27,3,-1.7,1,-3,0,-1,105,102
O=C(NCc1cccs1)c1ccccc1F,-1,12,-0.3,-4,5,-5,-4,110,112
CCc1ccccc1NC(=O)CSc1n[nH]c(-c2cccnc2)n1,-8,-2,7.4,-19,-2,-2,39,104,103
Cc1ccnc(SCC(=O)Nc2sc3c(c2C#N)CCCC3)n1,-1,4,10,15,-8,11,9,110,108
CCc1cc2cc3c(cc2nc1SCC(=O)Nc1cc(OC)c(OC)cc1C(=O)O)OCO3,-13,1,1.6,-5,7,11,23,115,118

# Compound activity deposited in PubChem BioAssay by several laboratories.
